Screening data as filed in PubChem BioAssay.
Growth percent in the NCI-60 one-dose screen (48 h, 10 µM unless noted): 100 = growth as untreated, 0 = no growth, -100 = all killed.
SF-295 = SF-295 CNS cancer cells | hit rate 5.6% among 79,000 | AID 1794758
SF-539 = SF-539 CNS cancer | hit rate 6.8% among 81,000 | AID 1794752
U251 = U251 CNS tumor cells; hit rate 5.4% among 80,000; AID 1794753
786-0 = 786-0 renal cancer cells | hit rate 5.1% among 81,000 | AID 1794775
SN12C = SN12C renal cancer cells; hit rate 3.8% among 81,000
UO-31 = UO-31 renal cancer; hit rate 5.2% among 81,000; AID 1794768
PC-3 = PC-3 prostate cancer cells; hit rate 3.9% among 80,000; AID 1794754
DU-145 = DU-145 prostate cancer; hit rate 4.2% among 81,000
TK-10 = TK-10 renal cancer cells | hit rate 3.9% among 81,000
* = called active by the depositor; / = not tested or not shown; & = joins results of further samples. Rule for the calls: active = growth percent below 10; inactive = the rest.

SMILES	SF-295	SF-539	U251	786-0	SN12C	UO-31	PC-3	DU-145	TK-10
CCOC(=O)c1sc(-c2ccc(OS(=O)(=O)c3ccc(Br)s3)c(C=O)c2)nc1C	33	-5.5*	-4.8*	9.6*	4.8*	-0.9*	20	21	-1.6*
COc1ccc(C(=O)/C=C/c2ccccn2)c(O)c1	97	49	87	80	78	53	95	45	92
COc1ccc(N2C(=O)c3cc(OC)c(OC)cc3NC2SCc2ccccc2)cc1 (stereo not drawn)	103	94	108	117	102	88	102	110	129
Cc1nc(N2CCCCC2)[nH]c(=O)c1CN(C)N=O	139	95	105	101	100	87	104	104	101
O=C(Nc1ccc(N=Nc2ccc(S(=O)(=O)O)cc2)cc1)c1ccc(N=Nc2ccc3c(S(=O)(=O)O)cccc3c2O)cc1	94	113	107	107	98	86	93	112	113
COc1ccc2cc([C@H](C)C(=O)O)ccc2c1	102	106	93	104	103	89	96	91	110
CNc1nnc(Cn2nc(-c3ccccc3)ccc2=O)s1	99	101	119	102	115	87	103	114	110
O=C(Nc1nc2ccc([N+](=O)[O-])cc2s1)Nc1ccccc1Br	38	40	11	70	23	43	3.1*	46	81
CC(=O)ON1CCCC(P(=O)(OCCSC(=O)C(C)(C)C)OCCSC(=O)C(C)(C)C)C1=O (stereo not drawn)	55	58	6.6*	19	3.6*	-0.8*	48	43	27
COc1ccc(Nc2nc(NCc3ccccc3)c3ccccc3n2)cc1	20	61	33	34	69	59	57	80	41
COC(=O)c1cc(=O)nc(N/N=C/c2ccccc2O)s1	81	106	/	95	91	61	86	111	112
CC1(C)C(N)=Nc2cc(OCCCN3Cc4ccc(OCCc5cn(CC(=O)N6CCC(CCN7CCCC7)CC6)nn5)cc4C3)c(OCC3CC3)cc21	100	97	98	100	96	91	85	111	100
Cn1ccnc1C(=O)/C=C/c1ccc(CC(=O)Nc2cc(F)c(F)c(F)c2)cc1	51	-20*	8.8*	6.0*	13	32	26	3.0*	48
O=C(Nc1ccccc1)Nc1ccc(F)c(C(=O)c2c[nH]c3ncccc23)c1F	93	66	102	104	88	80	82	90	139
COc1cc(C2CC(c3ccc4c(c3)OCO4)=NN2C=O)ccc1OCc1cc(OC)c(OC)c(OC)c1 (stereo not drawn)	82	99	86	97	75	62	47	98	86
Cn1cc(-c2csc(-c3cn(CCN)c4ccccc34)n2)c2cccnc21	59	48	-75*	47	54	33	47	76	93
Cc1nn(-c2ccccc2)c(-n2ccnc2)c1/C=N/Nc1nc(-c2ccc(Cl)cc2)cs1	76	78	68	88	71	43	58	73	77
COc1cc(C2N(c3ccc(Cl)cc3)NC(=O)[C@@H]3CCCN23)cc(OC)c1OC (stereo partly drawn)	93	99	99	88	93	68	84	94	101
COC(=O)[C@]12CC[C@@H](C)[C@H](C)[C@@H]1C1=CC[C@@H]3[C@@]4(C)C(C=O)=C[C@@](C)(COC(C)=O)C4=CC[C@@]3(C)[C@]1(C)CC2	0.3*	-51*	-26*	-34*	9.9*	-9.5*	13	-6.9*	-8.7*
Nc1c(Cl)ccc2cccnc12	112	102	102	107	106	78	95	102	113

5 records drawn at random from those above:
SMILES	SF-295	SF-539	U251	786-0	SN12C	UO-31	PC-3	DU-145	TK-10
CC(=O)ON1CCCC(P(=O)(OCCSC(=O)C(C)(C)C)OCCSC(=O)C(C)(C)C)C1=O (stereo not drawn)	55	58	6.6*	19	3.6*	-0.8*	48	43	27
O=C(Nc1ccc(N=Nc2ccc(S(=O)(=O)O)cc2)cc1)c1ccc(N=Nc2ccc3c(S(=O)(=O)O)cccc3c2O)cc1	94	113	107	107	98	86	93	112	113
COC(=O)c1cc(=O)nc(N/N=C/c2ccccc2O)s1	81	106	/	95	91	61	86	111	112
COc1ccc(C(=O)/C=C/c2ccccn2)c(O)c1	97	49	87	80	78	53	95	45	92
COC(=O)[C@]12CC[C@@H](C)[C@H](C)[C@@H]1C1=CC[C@@H]3[C@@]4(C)C(C=O)=C[C@@](C)(COC(C)=O)C4=CC[C@@]3(C)[C@]1(C)CC2	0.3*	-51*	-26*	-34*	9.9*	-9.5*	13	-6.9*	-8.7*

Next section.
SMILES	SF-295	SF-539	U251	786-0	SN12C	UO-31	PC-3	DU-145	TK-10
Cc1nc(CF)cc(=O)[nH]1	97	104	88	90	101	94	92	107	81
CC(=O)N1N=C(c2ccc(Cl)cc2)CC1c1c(C)nn(-c2ccccc2)c1N1CCOCC1 (stereo not drawn)	94	94	81	87	95	78	71	102	/
Nc1nc(Br)nc2c1ncn2C1CC(O)C(CO)O1 (stereo not drawn)	94	78	69	63	52	34	70	53	71
O=C(O)c1cc2ccccc2n1O	99	93	99	102	92	80	89	107	131
N#CCNC(=O)Cc1ccccc1	108	110	109	109	94	101	100	109	102
O=C(Cn1cc(CN2CCN(c3ccnc4cc(Cl)ccc34)CC2)nn1)Nc1ccccc1Cl	102	102	88	91	96	66	63	105	108
COc1ccc(-c2nn(-c3ccccc3)cc2C2CC(c3cc4ccccc4oc3=O)=NN2C(C)=O)cc1 (stereo not drawn)	101	100	112	100	103	96	95	110	105
COc1ccc(Oc2ccc(/C=N/NC(=O)CSc3nc4ccccc4c(=O)n3-c3ccc(Cl)cc3)cc2)cc1	68	32	36	25	53	48	64	49	97
CN(C)c1ccc(C2CC(=O)c3c(oc4cc(O)c(O)cc34)C2)cc1 (stereo not drawn)	95	88	97	94	96	69	89	102	97
CCCCCCNC(=O)Oc1ccc(/C(=C(\C)c2ccc(OC)cc2)c2ccc(OCCN(C)C)cc2)cc1	81	45	59	62	79	52	66	97	107
Cc1ccc(-c2ccc(CCC(=O)Nc3ncc(Cc4ccc(F)cc4)s3)o2)cc1	97	96	98	100	88	79	95	105	101
C#CCOc1ccccc1C(Nc1cc(Cl)cc(Cl)c1)c1nnnn1C1CCCCC1 (stereo not drawn)	82	87	97	85	93	73	74	106	103
CN(C)c1ccc(-c2c(NC(C)(C)C)nc3c(OCCc4ccccc4)cccn23)cc1	-13*	18	14	21	13	4.1*	0.3*	33	52
Nc1nc2c(ncn2COCCO)c(=O)[nH]1	98	115	100	108	107	81	105	118	115
O=[N+]([O-])c1ccc2c(c1)C(N1CCN(CCO)CC1)Cc1ccc(F)cc1S2 (stereo not drawn)	88	67	83	62	83	67	90	98	78
COCCn1c(C)nc2ccccc2c1=O	/	85	69	59	84	29	68	92	78
NS(=O)(=O)c1ccc(-n2cc(CN3CCN(C4CCCCC4)CC3)nn2)cc1	109	101	104	105	108	85	101	107	102
COc1ccc2c(ccc3c(C(=O)/C=C/c4ccc(N(C)C)cc4OC)cc(C(=O)c4ccc(Br)cc4)n32)c1	103	101	101	103	99	77	107	115	111
COC(=O)[C@H](C)NC(=O)CNC(=O)c1cccc2c(=O)c3ccccc3[nH]c12	97	97	104	104	100	85	99	109	107
COc1cc(NC(=O)Nc2cnc(Nc3ccc(N4CCOCC4)cc3)nc2Oc2ccc(C)cc2OC)cc(OC)c1	92	83	66	83	89	66	68	62	95
CCOC(=O)c1c(N)sc(C(C)=O)c1C	94	89	93	88	106	67	100	115	86
Cc1nc([P+](c2ccccc2)(c2ccccc2)c2ccccc2)c(N2CCCCC2)o1	33	47	17	60	35	97	15	30	54
O=C(Nc1ccccc1)OCCNC1CCCCC1	100&94	99&106	98&94	96&117	107&102	89&96	103&94	108&102	106&107
Clc1ccc(/C=N/N=C/c2ccc(Cl)cc2Cl)c(Cl)c1	106	94	100	99	/	86	83	105	97
N=S(=O)(c1ccccc1)c1ccc([N+](=O)[O-])c(OC(=O)c2ccc(Cl)cc2)c1 (stereo not drawn)	95	/	82	47	66	48	76	72	66
CC(O)C(=O)OCCOCc1ccccc1 (stereo not drawn)	107	104	107	103	104	96	99	107	106
CCCCCC(CCCCC)=C(C#N)C(=O)OCC	97	102	92	98	95	79	93	108	92
O=C(/C=C\c1ccc(Cl)cc1)c1ccc(NC2=CC(=O)c3ccccc3C2=O)cc1	96	99	82	113	88	55	57	100	123
N#C/C(=C/c1ccc(O)cc1)c1nnc(NC(=O)c2ccc(-n3c(=O)[nH]c4ccccc4c3=O)cc2)s1	103	99	113	108	102	85	107	130	109
CCNC(=O)Oc1ccc(/C(=C(/C)c2ccc(OC)cc2)c2ccc(OCCN(C)C)cc2)cc1	83	72	68	69	85	62	70	91	95
NC(N)=N/N=C/c1ccc([N+](=O)[O-])cc1	91	105	105	103	97	83	94	125	112
Cc1c(C)c2c(c(C)c1O)CCC(C)(CCCC(C)CCCC(C)CCCC(C)C)O2 (stereo not drawn)	105	105	105	99	95	83	87	111	110
O=C1CC(C(F)(F)F)Cc2nc3ccc(F)cc3cc21 (stereo not drawn)	105	100	95	97	98	76	105	113	/
CCOC(=O)C1=Cc2c(oc3ccc([N+](=O)[O-])cc3c2=O)C(C)(C)C1	100	96	97	95	93	70	90	100	88
CCCCn1c(O)c(N=Nc2nc(-c3cc4ccccc4oc3=O)cs2)c2ccccc21	79	88	91	75	99	93	92	97	103
COc1ccc2cc(CCO)ccc2c1	97	92	105	99	102	90	94	103	101
CC(C)(C)c1cc(C(C)(C)C)cc(S(=O)(=O)N2CCC[C@H]2C(=O)NCCN)c1	104	95	81	96	88	73	82	106	96
O=C1c2cccc(Cl)c2C(=O)c2c(Cl)cccc21	113	99	98	109	112	81	94	114	105
Clc1sc2ccccc2c1Cl	103	93	97	102	106	89	103	106	90
COC(=O)c1c2c(c(C)[n+]([O-])c1C)C(=O)C=C(NCc1ccc(Cl)cc1)C2=O	-60*	-90*	-7.5*	7.9*	-85*	-9.1*	1.1*	-84*	22
COc1cccc(N2CCN(C(=O)c3cc4ccccc4nc3Nc3cc(OC)c(OC)c(OC)c3)CC2)c1	98	87	91	109	87	62	71	100	105
Cc1cc(NC(=O)Nc2cccc3ccccc23)no1	103	97	94	96	109	89	/	118	146
N#Cc1ccccc1-c1ccc(CN2C(=O)S/C(=C\c3ccc(O)cc3)C2=O)cc1	105	104	92	98	96	98	100	112	97
COc1ccc(/C=C/C(=O)c2ccc(Nc3nc(NCCO)nc(Nc4ccc(Cl)cc4)n3)cc2)cc1	94	75	53	64	87	71	51	71	96
Cn1c(=O)c2[nH]c(=S)[nH]c2n(C)c1=O	102	102	102	102	106	83	99	106	97
CSc1n(Cc2ccc3ccccc3c2)c(C)c[n+]1Cc1ccc2ccccc2c1	-23*	8.4*	2.5*	9.0*	-2.2*	72	0.0*	-13*	-9.7*
CNc1ncc2cc(-c3ccc(-c4ncccc4F)cc3Cl)c(=O)n(CC3OCC(N)CO3)c2n1 (stereo not drawn)	74	67	52	57	60	-12*	82	63	13
COCCOCn1c(N(C)C)c(C#N)c2c(N)ncnc21	103	98	96	94	97	92	/	108	96
CC(=O)N1c2ccccc2Sc2ccc3ccccc3c21	97	108	99	101	107	94	72	115	102

By substructure, the compounds so far containing an NH in an aromatic ring
SMILES	SF-295	SF-539	U251	786-0	SN12C	UO-31	PC-3	DU-145	TK-10
Cc1nc(N2CCCCC2)[nH]c(=O)c1CN(C)N=O	139	95	105	101	100	87	104	104	101
O=C(Nc1ccccc1)Nc1ccc(F)c(C(=O)c2c[nH]c3ncccc23)c1F	93	66	102	104	88	80	82	90	139
Cc1nc(CF)cc(=O)[nH]1	97	104	88	90	101	94	92	107	81
Nc1nc2c(ncn2COCCO)c(=O)[nH]1	98	115	100	108	107	81	105	118	115
COC(=O)[C@H](C)NC(=O)CNC(=O)c1cccc2c(=O)c3ccccc3[nH]c12	97	97	104	104	100	85	99	109	107
N#C/C(=C/c1ccc(O)cc1)c1nnc(NC(=O)c2ccc(-n3c(=O)[nH]c4ccccc4c3=O)cc2)s1	103	99	113	108	102	85	107	130	109
Cn1c(=O)c2[nH]c(=S)[nH]c2n(C)c1=O	102	102	102	102	106	83	99	106	97
